Screening data deposited in PubChem BioAssay by several laboratories.
SKKanGAS inh: inhibitors of SKKanGAS S. pyogenes growth in kanamycin (SK-promoter or general growth effect); BacTiter-Glo, 6 h; 1.3% of 300,000 active; inhibition, % at 7.5 µM;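 active means mean replicate score, as percent of positive control median, at least 50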;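 further: strain carries kanamycin resistance gene driven by streptokinase promoter and grows in 40 µg/ml kanamycin; loss of luminescence reflects streptokinase promoter inhibition or plain growth inhibition; 0% = median of DMSO wells and 100% = positive control at its reference dose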
TRPC6 activator: activates the mouse TRPC6 cation channel; Q61143; HEK293-TRPC6 membrane potential dye fluorescence; hits give high values; B-score at 10 µM; 0.13% of 310,000 active; AID 2550;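 active means B-score of the integrated fluorescence ratio above library mean plus 3 SD, and starting fluorescence ratio within library mean plus 5 SD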;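 further: higher score means more depolarization so channel activation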
Target sequence (Q61143 whole entry, looked up): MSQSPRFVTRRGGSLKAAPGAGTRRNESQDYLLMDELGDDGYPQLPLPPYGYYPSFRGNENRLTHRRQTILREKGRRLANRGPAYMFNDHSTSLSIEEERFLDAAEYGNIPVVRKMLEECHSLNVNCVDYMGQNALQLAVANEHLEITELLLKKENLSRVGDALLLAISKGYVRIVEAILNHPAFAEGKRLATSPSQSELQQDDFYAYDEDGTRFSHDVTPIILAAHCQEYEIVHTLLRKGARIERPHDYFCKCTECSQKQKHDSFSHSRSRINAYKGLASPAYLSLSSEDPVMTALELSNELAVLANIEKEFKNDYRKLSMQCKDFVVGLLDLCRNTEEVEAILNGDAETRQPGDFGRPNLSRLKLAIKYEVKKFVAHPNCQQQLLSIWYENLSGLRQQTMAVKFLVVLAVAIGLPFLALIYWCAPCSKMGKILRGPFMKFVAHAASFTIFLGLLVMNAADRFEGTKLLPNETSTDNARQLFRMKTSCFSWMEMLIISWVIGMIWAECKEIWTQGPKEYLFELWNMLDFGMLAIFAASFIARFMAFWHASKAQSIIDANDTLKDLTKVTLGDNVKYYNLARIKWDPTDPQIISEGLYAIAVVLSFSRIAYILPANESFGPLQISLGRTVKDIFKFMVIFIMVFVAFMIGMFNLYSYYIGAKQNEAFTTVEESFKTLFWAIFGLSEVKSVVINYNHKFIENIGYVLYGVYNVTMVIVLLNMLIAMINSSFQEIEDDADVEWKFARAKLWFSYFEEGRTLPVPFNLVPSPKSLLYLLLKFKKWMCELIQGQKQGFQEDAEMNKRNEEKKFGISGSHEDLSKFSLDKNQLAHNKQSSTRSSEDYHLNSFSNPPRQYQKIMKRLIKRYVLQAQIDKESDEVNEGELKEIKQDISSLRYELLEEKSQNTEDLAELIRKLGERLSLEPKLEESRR
RGS4 block: inhibitors of human RGS4; B-score at 10 µM; AID 463165; HEK293 M3R/RGS4 inducible, Fluo-4 calcium flux; hits give high values; triggered by carbachol at its EC20; 0.45% of 310,000 active; P49798;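 active means B-score, a plate-corrected calcium signal, over three deviations above library mean, with baseline fluorescence within five deviations of library mean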;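 further: RGS4 expression induced by doxycycline in cells with stable M3 receptor; B-score is computed from the integrated fluorescence ratio over baseline after carbachol; higher B-score means a larger calcium signal and so more RGS4 inhibition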
Platelet DG rel: platelet dense granule release activity | 0.22% of 300,000 active | human platelet-rich plasma, SFLLRN dense granule ATP release, luminescence | inhibition, %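 (compounds screened at 7.5 µM in platelet-rich plasma)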;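 active means mean replicate score, as percent of positive control, at or above 50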
MrgX1 antagonist: blocks BAM8-22 activation of human MrgX1 receptor; 1.3% of 310,000 active; AID 588676; MRGX1-HEK293 calcium flux, Fluo-4, BAM8-22 antagonism; hits give low values; B-score at 10 µM; Q96LB2;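 active means calcium-response B-score plate-corrected more than 3 library SD below zero, starting fluorescence within 5 deviations, no agonist response on first addition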;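 further: peak minus trough fluorescence over baseline after final BAM8-22 challenge near maximal dose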
HIF activator: HIF pathway transcriptional activation | U2OS HRE-luciferase reporter, luminescence; normalized: DMSO 0%, desferrioxamine 100% | activation, % at 7.5 µM (by protocol) | AID 1910 | 0.32% of 300,000 active;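 active means mean activation of at least 10% of the iron chelator positive control signal, with at least half of replicates also reaching 10%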
TRPC6 inhibitor: mouse TRPC6 channel inhibition. HEK293-TRPC6, membrane potential dye, ACh-evoked depolarization; hits give low values. B-score at 10 µM. 1.1% of 310,000 active;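 active means B-score under library mean minus 3 SD, initial fluorescence not abnormally high, positive integrated signal ratio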;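 further: B-score derived from integrated fluorescence ratio over the kinetic read; more negative B-score means stronger inhibition of depolarization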
TRPC4 block: blocks the mouse TRPC4 cation channel. 0.39% of 300,000 active. AID 2247. HEK293 TRPC4beta/mu-opioid, DAMGO-evoked Fluo4 calcium flux; hits give low values. B-score at 10 µM;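 active means B-score over 3 SD under the library average, no early fluorescence shift, positive overall ratio signal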
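Material: HEK293 cells with stable TRPC4beta plus mu-opioid receptor expression / Probe or stimulus: DAMGO in two steps, submaximal then maximal / Compound: single concentration per test compound / Technique: kinetic Fluo4 fluorescence imaging of calcium influx / Read-out: per-well B score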
MrgX1 PAM: human MrgX1 positive allosteric modulation, primary screen; Q96LB2; MrgX1-HEK293, Fluo-4 calcium flux, FDSS; hits give high values; B-score at 10 µM; 0.63% of 310,000 active; AID 588675;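 active means plate-corrected calcium response at least 3 library SD above typical, normal starting fluorescence, not activating the receptor alone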;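 further: compound read alongside a low EC10 to EC30 dose of BAM8-22 agonist; peak minus trough fluorescence over baseline measured at the second addition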
RGS4 act: potentiators or activators of RGS4. HEK293 M3R/inducible RGS4, carbachol calcium flux Fluo4; hits give low values. B-score at 10 µM. 0.92% of 310,000 active;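 active means B-score of the integrated calcium signal more than 4 SD below the library mean, with starting fluorescence not abnormally high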;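 further: negative B-score means reduced calcium response which marks RGS4 activation or potentiation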
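System: HEK293 FlpIn-TREx cells, stable M3R, doxycycline-inducible RGS4. Timing: overnight RGS4 induction, 30 min dye load 37 °C, 20 min compound RT. Also added: carbachol, ECmax concentration. Measured by: Fluo4 fluorescence kinetic imaging of calcium. Evaluation: integrated calcium ratio converted to B score.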
MrgX1 agonist: activates human MrgX1 receptor signaling. Q96LB2. MrgX1-HEK293 cells, Fluo-4 calcium fluorescence, agonist mode; hits give high values. B-score at 10 µM. 0.44% of 310,000 active. AID 588627;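 active means calcium response B-score plate-corrected fluorescence ratio at least 3 library SD, with starting fluorescence B-score inside 5 SD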
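Material: MrgX1-expressing HEK293 cells; input: 15,000 cells per well; doses: test compound given as first of three sequential additions; schedule: overnight plating before 1 h dye loading; technique: Fluo-4 NW calcium-flux fluorescence, kinetic read; evaluation: baseline-normalised fluorescence change ratio, B-scored; control set: plate-wise positive and negative controls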
Active calls of the source: *; i = inactive; . = not tested or not shown.

canonical_smiles | SKKanGAS inh | TRPC6 activator | RGS4 block | Platelet DG rel | MrgX1 antagonist | HIF activator | TRPC6 inhibitor | TRPC4 block | MrgX1 PAM | RGS4 act | MrgX1 agonist
O=C(O)CCC(=O)N1CCc2cc(S(=O)(=O)N3CCC(Cc4ccccc4)CC3)ccc21 | 4.1 | i | i | 7.1 | i | -0.4 | i | i | i | i | i
COc1cccc(CC2(CO)CCCN(Cc3ccccc3Cl)C2)c1 (stereo not drawn) | 10.9 | i | i | 3.7 | i | -0.4 | i | i | i | i | i
CCOc1ccc(-n2c(SCc3ccc([N+](=O)[O-])cc3)nnc2-c2ccc(OC)cc2)cc1 | 10.1 | i | i | 7.1 | i | -0.6 | i | i | i | i | i
CCOc1ccc(-c2nnc(NC(=O)C3CCCC3)o2)cc1 | 3.8 | i | i | -6.8 | i | 1.0 | i | i | i | i | i
Cc1ccsc1/C=C/c1ccc2cccc(O)c2n1 | 100.6* | i | i | 10.6 | -4.98* | 1.5 | i | i | i | i | i
Cc1ccc(NC(=O)CSc2nc(CSc3ccc(C)cc3)cc(=O)[nH]2)cc1 | 21.9 | i | i | 5.7 | i | 0.2 | i | i | i | i | i
Cc1cccc(C)c1NC(=S)N(CCCN1CCN(C)CC1)Cc1cccs1 | 1.4 | i | i | 0.4 | i | -0.5 | i | i | i | i | i
CCOc1ccc(OCCC(=O)NNC(=O)c2nn(C)c(=O)c3ccccc23)cc1 | -8.6 | i | i | -3.4 | i | -0.2 | i | i | i | i | i
CCOC(=O)N1CCN(C(c2cccc(OC)c2)c2sc3nc(C)nn3c2O)CC1 (stereo not drawn) | 4.4 | i | i | 0.2 | i | -0.3 | i | i | i | i | i
Cc1ccc(/C=C2\SC(=S)N(CCCC(=O)Nc3ccc(O)cc3)C2=O)cc1 | -4.3 | i | i | 1.8 | i | -3.1 | i | i | i | i | i
CC1CC(C)CN(C(=O)CSc2nnc(CSc3ncccn3)n2C)C1 (stereo not drawn) | -7.4 | i | i | 0.1 | i | -0.2 | i | i | i | i | i
OCCOCCNc1ncnc2nc[nH]c12 | -0.1 | i | i | -8.6 | i | 0.0 | i | i | i | i | i
COc1cccc(N(C(=O)Cn2nnc(-c3ccc(C)o3)n2)C(C(=O)NC(C)(C)C)c2cccs2)c1 (stereo not drawn) | 10.0 | i | i | -1.7 | i | -0.5 | i | i | i | i | i
CCCC(C)C(=O)Nc1ccc2c(c1)OCCO2 (stereo not drawn) | -2.7 | i | i | 12.1 | i | -0.4 | i | i | i | i | i
CC[C@@H](C)[C@H](NC(=O)OC(C)(C)C)c1nnc(S(=O)(=O)Cc2cc(C)ccc2C)o1 | 51.7* | i | i | 0.8 | i | -0.5 | i | i | 7.07* | i | i
CCO[C@H]1OC(C(=O)N2CCN(Cc3ccc4c(c3)OCO4)CC2)=C[C@@H](C2CCCCC2)[C@@H]1CCCO | 4.6 | i | i | 0.8 | i | -1.8 | i | i | i | i | i
CCN(CC(=O)N1CCN(Cc2ccccc2)CC1)S(=O)(=O)c1ccc(C)cc1 | 15.2 | i | i | 2.6 | i | 0.8 | i | i | i | i | i
COc1cc(CC(=O)N/N=C/c2ccc([N+](=O)[O-])cc2)c([N+](=O)[O-])cc1OC | 5.1 | i | i | 3.2 | i | 0.6 | i | i | i | i | i
CCc1ccccc1N1CC23C=CC(O2)C(C(=O)O)C3C1=O (stereo not drawn) | -3.4 | i | i | 2.9 | i | -0.3 | i | i | i | i | i
COC(=O)c1cc(OC)c(OC)c(OC)c1[N+](=O)[O-] | 4.7 | i | i | 3.4 | i | -0.8 | i | i | i | i | i
CCCC1(C)Nc2ccccc2-c2nc3ccccc3n21 (stereo not drawn) | -2.1 | i | i | 0.9 | i | 1.9 | i | i | i | i | i
O=C(CCN1C(=O)C2C3C=CC(C4CC34)C2C1=O)OCC(=O)c1ccccc1 (stereo not drawn) | 1.1 | i | i | 1.1 | i | -0.5 | i | i | i | i | i
Cc1cc(C(F)(F)F)c2c(N)c(C(=O)Nc3cc(C)on3)sc2n1 | -5.8 | i | i | 5.3 | i | 3.3 | i | i | i | i | i
CCc1ccc2c(c1)C(c1cccs1)=NNC(c1cccnc1)=N2 | 5.8 | i | i | 1.2 | i | 0.3 | i | i | i | i | i
Cc1nn(C)cc1C(C)NCc1c(C(=O)N2CCCCCCC2)nc2ccc(Cl)cn12 (stereo not drawn) | -9.9 | i | i | 0.9 | i | -0.3 | i | i | i | i | i
CCOc1ccc(NC(=O)Cn2nc(-c3ccccc3Cl)n(CC)c2=S)cc1 | -12.3 | i | i | -20.2 | i | 0.2 | i | i | i | i | i
Cc1cc(C)n2nc(-c3cccnc3)nc2n1 | 1.7 | i | i | 1.9 | i | 0.1 | i | i | i | i | i
CC(C)CNc1nc(Oc2ccc(=O)n(-c3ccccc3)n2)nc(N2CCOCC2)n1 | -4.8 | i | i | 3.4 | i | -0.3 | i | i | i | i | i
C=CCn1ccc2c([N+](=O)[O-])cccc2c1=O | -1.9 | i | i | 6.4 | i | -0.6 | i | i | i | i | i
O=C(CN1CCC2(CC1)OCCO2)c1ccc2cc[nH]c2c1 | -3.2 | i | i | -8.8 | i | -0.5 | i | i | i | i | i
O=C(c1ccco1)N1CCC(n2nnc3ccccc32)CC1 | 2.8 | i | i | -0.8 | i | -0.1 | i | i | i | i | i
Cc1ccc(CNC(=O)c2ccc(Cl)c(S(N)(=O)=O)c2)n1C | -0.8 | i | i | 2.2 | i | -1.3 | i | i | i | i | 70.7*
O=C(O)CNC(=O)/C(=C/c1cccc([N+](=O)[O-])c1)NC(=O)c1ccco1 | 16.6 | i | i | 0.8 | i | 0.2 | i | i | i | i | i
Clc1cccc(N=NN2CCOCC2)c1Cl | -2.4 | i | i | 7.1 | i | 0.0 | i | i | i | i | i
CNC(=O)N1CCC(C(=O)c2c(C)c(C)c(C)c(C)c2C)CC1 | -6.2 | i | i | -1.3 | i | 1.4 | i | i | i | i | i
C[N+](C)(C)CCOC(=O)C1(c2ccccc2)CCCC1 | -4.6 | i | i | 4.8 | i | 0.2 | -8.52* | i | i | -8.22* | i
COc1cccc(NC(=O)CN(C)C(=O)c2c(-c3ccccc3)noc2C)c1 | -1.6 | i | i | -2.1 | i | -0.2 | i | i | i | i | i
CCN1CCN(CCCN(Cc2cccs2)C(=S)Nc2ccccc2C)CC1 | 1.5 | i | i | 12.0 | i | 0.1 | i | i | i | i | i
CCn1c(SCC(=O)N(C)CC(=O)Nc2ccc(F)c(F)c2F)nnc1-c1ccco1 | 20.5 | i | i | 2.0 | i | 0.0 | i | i | i | i | i
COc1ccc(N(CC(=O)N/N=C/c2ccco2)S(=O)(=O)c2ccccc2)cc1Cl | -16.1 | i | i | -0.2 | i | -0.2 | i | i | i | i | i
O=C(Nc1ccc(Nc2ccccc2)cc1)c1ccccc1 | -2.7 | i | i | 13.6 | i | 1.7 | i | i | i | i | i
Cc1ccc(Sc2c(O)c3ccccc3n(C)c2=O)cc1 | 15.6 | i | i | 6.9 | . | 0.0 | i | i | . | i | .
CSc1ccccc1OCc1cc(C(=O)N2C[C@H]3CC[C@H]2C3)no1 | 40.1 | i | i | -11.5 | i | 2.7 | i | i | i | i | i
C#CCOCCOCCOCCNc1nc(N2CCN(C(=O)[C@H](CCC(=O)O)n3cc(C(N)CC(C)C)nn3)CC2)nc(N2CCN(C(=O)[C@H](Cc3cc4ccccc4[nH]3)n3cc(C(N)[C@H](C)CC)nn3)CC2)n1 (stereo partly drawn) | -1.5 | i | i | -0.8 | i | -0.1 | i | i | i | i | i
CCC(=O)c1cc2c(cc1NC(=O)c1cccs1)OCCO2 | -1.6 | i | i | 4.1 | i | -0.2 | i | i | i | i | i
CCN1CCN(C(=S)Nc2cccc(Cl)c2)CC1 | -2.6 | i | i | -2.7 | i | 0.4 | i | i | i | i | i
CCCCn1c(N)c(N(CCOC)C(=O)c2cc(CC)c(C)s2)c(=O)[nH]c1=O | 4.8 | i | i | 4.4 | i | 0.3 | i | i | i | i | i
Cc1cccc2cc(CN(Cc3ccco3)C(=O)c3cccs3)c(=O)[nH]c12 | -5.6 | i | i | 1.9 | i | -0.1 | i | i | i | i | i
C=C(C)CSc1nnc2n(C)c(=O)c3c4c(sc3n12)CCC4 | 11.5 | i | i | 6.3 | i | -0.2 | i | i | i | i | i
COc1ccc(-c2ccc3nnc(SCC(N)=O)n3n2)cc1 | 25.7 | i | i | 5.3 | i | -0.2 | i | i | i | i | i
CCc1cc(S(N)(=O)=O)cc(CC)c1NC(C)=O | 1.0 | i | i | 7.3 | i | -0.1 | i | i | i | i | i
COc1cc(C(=O)N2CCN(CC(O)COc3ccccc3)CC2)cc(OC)c1OC (stereo not drawn) | -10.3 | i | i | -24.0 | i | 0.4 | i | i | i | i | i
O=C(Nc1nnc(SCc2ccc(F)cc2)s1)c1cccnc1Cl | 12.0 | i | i | -1.5 | i | 1.1 | i | i | i | i | i
O=C(N1CCOCC1)N(Cc1ccccc1)c1ccccn1 | 7.3 | i | i | -1.0 | i | -0.9 | i | i | i | i | i
CCC(C)C(=O)Nc1ccccc1N1CCN(c2ccc(F)cc2)CC1 (stereo not drawn) | 5.9 | i | i | 4.8 | i | 0.1 | i | i | i | i | i
COc1cc(NC(=O)c2ccccc2NS(=O)(=O)c2ccc(Cl)s2)cc(OC)c1 | 37.0 | i | i | -2.9 | i | -0.1 | i | i | i | i | i
COc1cc(CC2C(=O)Nc3ccccc32)cc(C)c1O (stereo not drawn) | 0.6 | i | i | . | i | 0.4 | i | i | i | i | i
COc1ccc(NC(=O)c2ccco2)cc1NC(=O)c1ccco1 | -11.4 | i | i | 0.2 | i | 0.2 | i | i | i | i | i
O=C1CSc2nc3ccccc3n21 | 0.0 | i | i | -0.3 | i | 0.0 | i | i | i | i | i
CCC(C)(C)NC(=O)C(c1ccccn1)N(C(=O)c1csnn1)c1ccc(C)c(C)c1 (stereo not drawn) | 1.2 | i | i | -0.3 | i | 4.3 | i | i | i | i | i
Cc1cc(C(=O)COC(=O)CCc2nc3ccccc3s2)c(C)n1C | 1.9 | i | i | -0.9 | i | 0.0 | i | i | i | i | i

No enrichment for hits; any-hit rate near 6.1%.
